# Assay outcomes from PubChem BioAssay.
# BH1578 lux ind: induces V. cholerae light production without autoinducers. V. cholerae BH1578 lux reporter, luminescence, 6 h. activation, % at 18.7 µM. hit rate 0.16% among 350,000. AID 588436; in the data active means activation mostly above about 9.7%, no sharp cut-off; further: not every result past the cut was called active; inactives centre near 0; reference of the scale not given here
# Y pestis TopoI: inhibitors of Yersinia pestis topoisomerase I; activity, % at 10 µM; hit rate 0.064% among 360,000; Y. pestis Topo-I cleavage product accumulation, plate reader; in the data active means activity above about 50%, passing the limit was not always enough; further: inactives centre near 2
# GDH-TPI inh: GDH-TPI coupled enzyme inhibition counter-screen; GDH-TPI coupled enzyme counterscreen, NADH absorbance; inhibition, % at 4.8 µM; hit rate 1.2% among 360,000; in the data active means inhibition above about 30%;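 further: 0% = DMSO wells and 100% = wells lacking the enzyme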
# FBA Mtb inh: inhibits M. tuberculosis FBA enzyme; P9WQA3; purified M. tuberculosis FBA, fluorescence read-out; inhibition, % at 1 µM; hit rate 2.3% among 360,000; in the data active means inhibition above about 27%;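 further: 0% = vehicle and 100% = reference inhibitor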
# FadD28 FP inh: M. tuberculosis FadD28 bisubstrate binding inhibition | FadD28 bisubstrate probe binding, fluorescence polarization | inhibition, % at 12.5 µM | hit rate 0.22% among 360,000 | AID 588549; in the data active means inhibition above about 8.5%, passing the limit was not always enough
# Mtb UGM inh: blocks M. tuberculosis UGM enzyme; purified UGM, fluorescence polarization probe displacement; inhibition, % at 10 µM; hit rate 0.06% among 320,000; AID 504406; in the data active means inhibition above about 10%, passing the limit was not always enough
# PfHsp40 yeast: rescue of PfHsp40-mediated yeast toxicity | S. cerevisiae expressing PfHsp40, growth rescue, ATP luminescence | growth rescue, % at 12.5 µM | hit rate 0.68% among 340,000 | AID 504582; in the data active means growth rescue above about 28%, passing the limit was not always enough;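 further: yeast W303a lacking pdr1 and pdr3 grown in galactose medium; growth measured after three days at 30 °C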
# TcdB GH inh: blocks C. difficile toxin B glycohydrolase activity; P18177; TcdB glycohydrolase enzymatic assay, plate reader; inhibition, % at 9.99 µM; hit rate 0.24% among 350,000; AID 652162; in the data active means inhibition above about 10%
# Target sequence (P18177 whole entry, looked up): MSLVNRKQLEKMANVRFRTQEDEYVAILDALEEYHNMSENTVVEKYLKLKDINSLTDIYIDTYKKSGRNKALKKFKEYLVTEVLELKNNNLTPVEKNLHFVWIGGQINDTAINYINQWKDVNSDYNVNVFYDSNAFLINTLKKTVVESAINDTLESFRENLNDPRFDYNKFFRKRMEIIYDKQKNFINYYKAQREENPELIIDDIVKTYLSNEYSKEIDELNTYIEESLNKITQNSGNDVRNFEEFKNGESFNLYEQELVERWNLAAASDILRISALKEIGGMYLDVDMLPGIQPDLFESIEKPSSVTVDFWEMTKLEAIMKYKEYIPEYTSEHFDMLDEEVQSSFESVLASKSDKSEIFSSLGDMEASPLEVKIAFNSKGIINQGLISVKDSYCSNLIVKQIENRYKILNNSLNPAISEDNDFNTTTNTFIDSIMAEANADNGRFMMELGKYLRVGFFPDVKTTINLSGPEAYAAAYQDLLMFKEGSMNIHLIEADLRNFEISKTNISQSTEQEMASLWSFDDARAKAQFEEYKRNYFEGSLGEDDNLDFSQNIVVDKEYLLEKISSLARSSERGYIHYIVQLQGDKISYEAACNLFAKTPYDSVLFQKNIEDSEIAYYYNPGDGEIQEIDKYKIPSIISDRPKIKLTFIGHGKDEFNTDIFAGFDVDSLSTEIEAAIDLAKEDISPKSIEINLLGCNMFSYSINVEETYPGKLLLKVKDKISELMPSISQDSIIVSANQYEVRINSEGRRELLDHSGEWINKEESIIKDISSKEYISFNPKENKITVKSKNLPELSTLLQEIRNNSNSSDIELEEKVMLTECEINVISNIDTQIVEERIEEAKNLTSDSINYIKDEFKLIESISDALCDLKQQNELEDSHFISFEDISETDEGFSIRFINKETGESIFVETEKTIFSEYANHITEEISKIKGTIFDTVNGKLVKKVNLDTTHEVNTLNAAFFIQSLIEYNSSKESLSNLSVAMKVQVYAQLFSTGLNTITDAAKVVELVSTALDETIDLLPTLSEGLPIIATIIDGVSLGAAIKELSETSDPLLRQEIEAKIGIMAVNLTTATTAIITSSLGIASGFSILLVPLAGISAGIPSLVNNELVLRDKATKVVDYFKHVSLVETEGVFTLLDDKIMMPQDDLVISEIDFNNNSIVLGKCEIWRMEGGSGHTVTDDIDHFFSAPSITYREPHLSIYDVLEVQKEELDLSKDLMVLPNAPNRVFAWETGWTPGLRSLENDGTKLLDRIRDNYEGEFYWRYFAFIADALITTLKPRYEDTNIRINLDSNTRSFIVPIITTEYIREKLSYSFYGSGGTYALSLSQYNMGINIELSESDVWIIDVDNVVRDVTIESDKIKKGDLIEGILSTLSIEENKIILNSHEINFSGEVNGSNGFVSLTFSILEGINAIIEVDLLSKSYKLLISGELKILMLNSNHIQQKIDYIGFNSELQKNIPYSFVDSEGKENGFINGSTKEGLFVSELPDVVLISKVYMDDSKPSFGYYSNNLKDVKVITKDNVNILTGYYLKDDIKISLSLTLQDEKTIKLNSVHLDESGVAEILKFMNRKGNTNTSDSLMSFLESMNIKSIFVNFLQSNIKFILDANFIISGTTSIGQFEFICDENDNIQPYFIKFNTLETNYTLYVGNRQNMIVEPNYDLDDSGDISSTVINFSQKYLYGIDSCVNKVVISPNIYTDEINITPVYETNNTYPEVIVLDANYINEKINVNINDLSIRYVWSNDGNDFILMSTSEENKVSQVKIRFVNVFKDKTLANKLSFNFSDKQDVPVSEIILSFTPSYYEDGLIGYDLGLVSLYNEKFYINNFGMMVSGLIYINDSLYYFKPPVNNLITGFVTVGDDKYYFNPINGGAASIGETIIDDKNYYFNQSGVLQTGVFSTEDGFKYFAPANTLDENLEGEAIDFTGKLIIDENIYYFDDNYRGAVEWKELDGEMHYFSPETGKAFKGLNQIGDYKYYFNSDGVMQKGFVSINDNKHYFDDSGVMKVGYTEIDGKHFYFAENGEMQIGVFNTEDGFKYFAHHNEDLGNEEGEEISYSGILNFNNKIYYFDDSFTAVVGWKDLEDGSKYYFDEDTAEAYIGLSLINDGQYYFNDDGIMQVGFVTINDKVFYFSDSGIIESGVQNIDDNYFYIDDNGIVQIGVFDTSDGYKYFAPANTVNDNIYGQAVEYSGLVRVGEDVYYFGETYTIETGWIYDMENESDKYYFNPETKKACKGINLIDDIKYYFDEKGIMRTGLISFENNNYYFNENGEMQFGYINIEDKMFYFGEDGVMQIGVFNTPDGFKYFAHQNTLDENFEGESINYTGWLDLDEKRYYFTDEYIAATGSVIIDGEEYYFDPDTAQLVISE
# Mtb BioA inh: BioA (M. tuberculosis) enzyme inhibition | purified M. tuberculosis BioA enzyme, plate reader | inhibition, % at 9.99 µM | hit rate 0.096% among 360,000 | AID 602481; in the data active means inhibition above about 40%
# Numbers without * were called inactive; i = inactive; . = no result given; & = joins results of further samples.
# Results follow in this order: BH1578 lux ind	Y pestis TopoI	GDH-TPI inh	FBA Mtb inh	FadD28 FP inh	Mtb UGM inh	PfHsp40 yeast	TcdB GH inh	Mtb BioA inh
> CCOc1ccc(NC(=O)CN(C)C(=O)c2c(-c3c(F)cccc3Cl)noc2C)cc1OCC
→ -0.2	6	10	4	-1.2	1.8	1.1	1.0	0.3
> CC(=O)c1cnc(-c2cccc(Cl)c2)s1
→ -0.3	1	0	-2	-2.3	-0.3	-0.3	-0.1	-3.4
> O=C(Nc1ccc(S(=O)(=O)NC2=NCCCCC2)cc1)c1cccc(S(=O)(=O)N2CCOCC2)c1
→ i	5	-10	-3	-4.4	1.4	0.5	1.2	0.3
> CC(=O)C1=C(O)C(=O)N(Cc2ccccc2)C1c1ccc(N(C)C)cc1 (stereo unspecified)
→ i	7	10	0	1.2	1.2	-2.1	-1.2	-2.0
> COc1ccccc1OCCNC(=O)C(CCSC)NC(=O)c1ccccc1Cl (stereo unspecified)
→ -2.5	-2	5	3	-0.9	2.2	0.9	-1.9	-1.8
> COc1cccc(/C=C/C(=O)N(C)CC(=O)Nc2ccc(Cl)c(C(F)(F)F)c2)c1
→ -0.4	-11	8	7	-2.5	0.8	0.7	2.4	-2.9
> COc1ccccc1C(=O)NCCNc1nc2cc(C)cc(C)c2cc1C#N
→ -0.4	38	10	5	-1.6	2.7	-1.9	0.6	3.5
> CCCNc1c(NS(=O)(=O)c2ccc3c(c2)CCCC3)c(=O)oc2ccccc12
→ -0.3	22	4	6	-1.1	1.0	-2.1	.	-1.1
> Cc1c(Cc2ccccc2)c(=O)oc2cc(OCc3nn[nH]n3)ccc12
→ -0.6	6	18	83*	-9.7	0.7	1.0	.	11
> CN(C)S(=O)(=O)c1cccc(NC(=O)c2cc([N+](=O)[O-])ccc2N2CCCCC2)c1
→ i	19	8	-4	4.5	1.2	2.1	1.0	-0.7
> CC1CCN(C(=O)c2ccc(S(=O)(=O)Cc3cccc(F)c3)c([N+](=O)[O-])c2)CC1
→ -0.7	0	-4	0	-2.6	-0.1	-0.4	.	.
> O=C(Nc1cccc(/C=C/c2ccccn2)c1)c1ccc(-n2cncn2)c([N+](=O)[O-])c1
→ -2.5	8	27	-1	-6.3	4.0	2.7	-0.1	-0.2
> COC(=O)C[C@H]1C[C@@H]2c3cc(NC(=O)NC4CCCC4)ccc3O[C@@H]2[C@@H](CO)O1
→ -0.4	-4	0	1	-2.4	.	.	-1.3&0.5	0.2&-1.7
> O=C(C1CCN(C2CC(=O)N(c3cccc(Cl)c3)C2=O)CC1)N1CCCCCC1 (stereo unspecified)
→ 3.6	-5	7	2	-1.5	1.7	0.5	.	-1.7
> COc1ccc(N(C(=O)c2cc3ccccc3oc2=O)C2C=CS(=O)(=O)C2)cc1 (stereo unspecified)
→ -0.3	4	3	-1	-0.2	1.9	-2.4	0.7	-2.2
> O=C(NCc1ccc(Cl)cc1)C1CCN(C(=O)c2ccco2)CC1
→ i	3	6	3	-1.9	1.6	-0.2	0.5	1.0
> CNc1oc(-c2ccccc2F)nc1S(=O)(=O)c1ccc(C)cc1
→ i	15	5	3	-1.9	2.9	0.5	0.5	-0.6
> CCOC(=O)c1cc(=O)n(-c2ccc(Cl)cc2C)[nH]1
→ -0.4	-2	2	2	4.2	5.1	0.0	0.5	0.3
> CC(=O)c1ccc(OCc2nnn(CC(=O)NS(=O)(=O)c3ccc(C)cc3)c2-c2ccccc2)cc1
→ 3.3	5	-6	-3	-5.6	.	.	-1.7	-0.9
> Cc1cc(N2CCN(c3ccccn3)CC2)n2c(nc3ccccc32)c1C#N
→ 3.2	2	6	0	-3.0	.	-0.7	.	-0.6

# Reprinted at random: 3 records from the list
# Results follow in this order: BH1578 lux ind	Y pestis TopoI	GDH-TPI inh	FBA Mtb inh	FadD28 FP inh	Mtb UGM inh	PfHsp40 yeast	TcdB GH inh	Mtb BioA inh
> CCCNc1c(NS(=O)(=O)c2ccc3c(c2)CCCC3)c(=O)oc2ccccc12
→ -0.3	22	4	6	-1.1	1.0	-2.1	.	-1.1
> O=C(Nc1cccc(/C=C/c2ccccn2)c1)c1ccc(-n2cncn2)c([N+](=O)[O-])c1
→ -2.5	8	27	-1	-6.3	4.0	2.7	-0.1	-0.2
> CC1CCN(C(=O)c2ccc(S(=O)(=O)Cc3cccc(F)c3)c([N+](=O)[O-])c2)CC1
→ -0.7	0	-4	0	-2.6	-0.1	-0.4	.	.

# Continuation:
# Results follow in this order: BH1578 lux ind	Y pestis TopoI	GDH-TPI inh	FBA Mtb inh	FadD28 FP inh	Mtb UGM inh	PfHsp40 yeast	TcdB GH inh	Mtb BioA inh
> Cc1ccccc1C(=O)O/N=C(\N)c1ccncc1
→ i	5	4	1	-0.7	0.0	-1.2	-1.5	.
> CC(C)COc1ccc(C2NC(=O)NC2=O)cc1 (stereo unspecified)
→ -0.3	-6	-12	0	-3.5	1.0	0.2	.	-1.2
> CCCC(=O)Nc1ccccc1-c1nnc(SCC)[nH]c1=O
→ i	4	11	-1	1.0	-0.8	0.1	0.5	.
> O=C(c1ccc(N2CCCCC2)c([N+](=O)[O-])c1)N1CCN(S(=O)(=O)c2ccccc2)CC1
→ -2.8	29	-2	-5	-1.8	0.2	0.3	-2.1	.
> Cc1nn(Cc2ccc(Br)cc2)c(C)c1NC(=O)c1nn(C)cc1Cl
→ i	10	4	1	-0.2	1.9	0.6	.	1.3
> O=C(O)c1ccccc1Nc1ccnc(Cl)n1
→ -2.3	6	10	28*	-2.5	0.1	-0.5	1.9	.
> CCOC(=O)N1N=C(C)CC1(O)c1ccccc1 (stereo unspecified)
→ 0.6	-6	1	-3	-3.4	2.0	1.1	.	-0.8
> O=C(COc1ccc(S(=O)(=O)NC2CCCCC2)cc1)NCc1cccnc1
→ i	11	7	-1	0.5	-2.5	-1.7	-0.2	-0.1
> O=C(OCn1nnc2ccccc2c1=O)c1cccs1
→ i	7	3	-4	-4.8	-2.0	0.0	1.5	-0.4
> Cc1ccccc1CS(=O)(=O)Cc1ccc(C(=O)NCc2ccccn2)o1
→ i	6	2	0	-0.2	-3.3	-1.1	.	0.3
> Cc1nn(-c2ccccc2)c(C)c1P(=O)(c1ccccc1)N(C)C (stereo unspecified)
→ -0.1	6	9	-1	0.6	1.0	-0.1	1.3	0.3
> Cc1c(C(=O)Nc2ccc(Cl)cc2)c2ccccn2c1C(=O)c1ccc(F)cc1
→ .	-3	6	1	-1.4	-0.5	-1.6	.	-0.1
> Cc1cccc(-c2nc3ccccc3c(=O)n2NC(=O)c2ccc([N+](=O)[O-])c(C)c2)c1
→ -0.4	-17	2	1	-1.7	-0.7	1.7	0.3	1.1
> NS(=O)(=O)c1cccnc1Nc1c(Cl)cccc1Cl
→ -2.8	8	6	2	-1.1	0.3	0.1	.	.
> CC(C)C(=O)Nc1cc(S(=O)(=O)Nc2cccc(Cl)c2)ccc1Cl
→ 0.6	-2	-11	-5	-4.5	0.5	-0.3	2.0	0.0
> O=CN(Cc1ccccc1)c1cc([N+](=O)[O-])ccc1OCc1ccccc1
→ i	34	7	-3	-3.8	.	-1.2	0.2	.
> O=C(NNC1OC(CO)C(O)C(O)C1O)c1cccc(Br)c1 (stereo unspecified)
→ -0.7	1	2	-3	-0.8	-0.6	-0.7	-5.3	.
> CCCCOc1ccc(/C(O)=C2/C(=O)C(=O)N(Cc3cccnc3)C2c2ccncc2)c(C)c1 (stereo unspecified)
→ -6.2	-9	12	1	-2.0	.	-1.3	.	.
> COc1ccc(-c2[nH]nc3oc(=O)cc(C)c23)cc1
→ 5.0	3	12	43*	0.4	1.4	1.3	.	3.8
> CCOC(=O)c1c(-n2c(C)cc(C=O)c2C)sc2c1CCCC2
→ 0.7	13	2	1	-1.9	2.3	-0.2	4.4	.
> Cc1cc2cc(CN(Cc3ccco3)C(=S)NCC3CCCO3)c(=O)[nH]c2cc1C (stereo unspecified)
→ -0.2	15	17	5	-7.3	-2.8	3.1	.	-1.2
> O=C(Nc1ccc(C(=O)N2CCCCC2)cc1)c1ccccc1Br
→ i	-3	-2	2	-1.1	3.8	-0.4	1.2	0.6
> COC(=O)c1ccc(/C=N/NC(=O)CC(=O)NC(C)C)cc1
→ -7.1	-2	3	-3	-3.2	0.9	0.2	-3.1	-0.6
> Cc1c(N2C(=O)CS/C2=N\N=C\c2ccc(Br)cc2)c(=O)n(-c2ccccc2)n1C
→ i	7	9	1	-4.1	-0.8	-0.5	.	.
> Cc1c(C(=O)N2CC[C@@H](N3CCC(O)CC3)[C@H](O)C2)[nH]c2ccc(Cl)cc12
→ -0.5	-3	0	-1	-2.9	1.1	0.8	-1.0	1.1
> N#C/C(=C\c1cccs1)C(=O)N1CCOCC1
→ i	2	15	-2	-2.9	4.2	11	1.9	.
> COc1ccc(C(=O)NCc2nnc(SCC(=O)N3CCc4ccccc43)n2Cc2ccccc2)cc1
→ i	0	-8	-7	-1.8	-1.5	-1.4	0.2	-1.8
> CN(C(=O)CSc1nc2ccccc2c(=O)n1C)C1CCS(=O)(=O)C1 (stereo unspecified)
→ i	7	2	0	-0.3	0.4	-2.0	6.6	3.7
> Cc1ccccc1NC(=O)C(C)OC(=O)CNS(=O)(=O)c1ccc(C#N)cc1 (stereo unspecified)
→ -0.7	-3	3	-1	-3.0	2.4	.	-1.0	.
> CC(=O)NC1C(Oc2ccccc2C)OC(CO)C(O)C1O (stereo unspecified)
→ i	-2	5	2	0.0	-2.3	-0.4	-1.3	-1.7
> Cc1ccc(OCC(=O)Nc2ccc(NC(=O)c3ccccc3)cc2)cc1C
→ -0.1	4	-4	-1	-1.8	-0.1	0.2	1.2	1.7
> O=C1COc2ccc(C(=O)CCl)cc2N1
→ -0.5	3	2	1	0.3	-1.1	0.9	1.2	-0.9
> Cc1c(C(=O)Nc2ccc(C(=O)O)cc2)cnn1C
→ i	-6	-3	-1	-2.2	1.7	0.8	.	.
> Cc1ccc(S(=O)(=O)Nc2cc(C)cn(Cc3ccccc3)c2=O)cc1
→ -4.8	13	-7	2	-6.9	0.3	1.1	0.8	-0.6
> COc1cc(-c2nc(CN(C)C(C)c3ccncn3)c(C)o2)ccc1F (stereo unspecified)
→ -0.2	-1	1	4	0.3	0.5	-0.3	1.5	-3.9
> CC(=O)c1ccc(OCC(=O)Nc2ccc3nc(C)sc3c2)cc1
→ -0.2	3	-2	-1	-2.4	-1.3	0.6	-0.4	-0.6
> Nc1ccc(C(=O)N/N=C\C=C\c2ccc([N+](=O)[O-])cc2)cc1
→ -0.3	1	47*	-3	-2.6	-0.7	0.5	-1.0	.
> CCOc1cc([N+](=O)[O-])cc2c1C(=O)Nc1ccccc1O2
→ -0.1	7	1	0	-0.8	-3.4	0.9	.	-2.4
> COc1ccccc1C(=O)NNC(=O)c1ccccc1Br
→ -0.1	-6	-3	-2	-1.6	-1.7	2.6	0.1	0.1
> COc1cccc(NC(=O)CCS(=O)(=O)c2ccc3c(c2)oc(=O)n3C)c1
→ -0.9	5	-3	1	-0.8	1.1	-0.9	1.5	-0.8
> COc1ccc(-c2ccc(=O)n(Cc3ccccc3)n2)cc1
→ i	30	-3	3	-2.2	0.6	0.0	0.0	0.8
> CC(=O)Nc1ccccc1Sc1ccc2c3c(cccc13)C(=O)N(c1ccc(C)cc1)C2=O
→ -2.6	-1	5	1	-0.2	4.4	0.1	.	.
> N#CC1=C(N)OC2=C(CCc3ccccc32)C1c1ccccc1Cl (stereo unspecified)
→ -0.2	6	2	5	-13	4.2	6.8	0.9	0.6
> O=[N+]([O-])c1ccccc1N/N=C/c1cc2ccccc2nc1Cl
→ -3.3	3	-7	-1	-3.0	2.6	2.2	.	-1.3
> C/C=C/C(=O)OCC(=O)Nc1cc([N+](=O)[O-])ccc1Cl
→ -0.2	4	5	0	-1.3	1.0	-0.2	.	1.2
> O=C(COC(=O)c1ccc[nH]c1=O)c1ccc(Cl)s1
→ -1.3	-2	-6	-1	-3.0	-1.5	3.3	.	-4.7
> O=C(c1ccccc1)c1ccc(N2CCOCC2)c(NC(=O)c2ccco2)c1
→ .	-8	19	-4	-2.0	-1.2	0.3	.	6.8
> O=C(Nc1cc(SCCO)cc([N+](=O)[O-])c1)c1ccc(Br)o1
→ -0.3	-10	-2	1	-3.7	2.8	0.9	.	.
> COc1ccc(NC(=O)c2onc(C)c2Cl)cc1OC
→ -0.3	-10	29	3	-1.9	2.7	-1.6	-0.7	1.2
> CCN1C(=O)/C(=C/N(C)c2ccccc2)OC1=S
→ -0.3	-10	20	-6	-2.6	-1.6	0.5	2.2	0.3
> CS(=O)(=O)N1CCN(c2ccccc2NC(=O)c2ccco2)CC1
→ -0.4	10	4	-2	-4.1	0.2	19	-0.7	0.4
